# TrxR1 inh – rat TrxR1 inhibition; Potency, µM (series often up to 114 µM), for the others: at the top dose activity change, negative = inhibition, most hits filed as inhibitors; 1% of 390,000 active; recombinant rTrxR1, NADPH fluorescence consumption, selenite substrate; AID 588453; O89049; further: on the % scale 0 is the no-effect control and ±100 the full control effect; nearly all actives have a fitted effect of over 65% in size
# Target sequence (O89049 whole entry, looked up): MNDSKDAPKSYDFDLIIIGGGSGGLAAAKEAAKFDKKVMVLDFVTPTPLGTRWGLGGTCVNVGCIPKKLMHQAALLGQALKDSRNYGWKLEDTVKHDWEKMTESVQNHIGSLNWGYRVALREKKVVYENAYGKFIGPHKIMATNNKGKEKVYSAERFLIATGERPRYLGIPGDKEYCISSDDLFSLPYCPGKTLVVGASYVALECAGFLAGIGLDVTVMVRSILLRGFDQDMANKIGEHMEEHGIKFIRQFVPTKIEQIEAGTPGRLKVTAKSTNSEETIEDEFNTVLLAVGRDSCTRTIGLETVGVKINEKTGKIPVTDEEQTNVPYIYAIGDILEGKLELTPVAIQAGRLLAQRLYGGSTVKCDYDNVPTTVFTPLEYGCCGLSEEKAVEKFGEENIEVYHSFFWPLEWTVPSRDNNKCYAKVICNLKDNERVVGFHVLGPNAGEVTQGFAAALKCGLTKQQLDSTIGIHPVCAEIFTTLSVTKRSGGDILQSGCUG
#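 Rat TrxR1 (90 nM in the dispensed reagent) was pre-reduced with 400 uM NADPH for 5 min at room temperature, then incubated with compound for 15 min. After 400 uM selenite was added, NADPH fluorescence (Ex 340/Em 450 nm) was followed for 8 min.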
# RGS4 inh – human RGS4 inhibition | 0.039% of 390,000 active | Potency, µM (highest dose often 114 µM), for inactives: at the highest dose activity change, negative = inhibition, hits mostly inhibitors | AID 504845 | Transcreener GDP fluorescence polarization, RGS4-accelerated GTP hydrolysis | P49798; further: on the % scale 0 is the no-effect control and ±100 the full control effect; nearly all actives have a fitted effect of over 75% in size; some results filed as inactive show a strong effect at the top dose
#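 MLSMR compounds (23 nl, pin-transferred) preincubated 10 min at room temperature with a 500nM (2x) first reagent, then RGS4 at 900nM (2x) plus Transcreener GDP mix added; fluorescence polarization (620/688 nm) read before and after 90 min at 30 °C.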
# TrxR1 substrate – substrates of rat thioredoxin reductase 1; purified TrxR1 substrate turnover, NADPH consumption readout; Potency, µM (highest dose often 114 µM), without a hit: at the highest dose activity change, negative = substrate turnover; 0.01% of 390,000 active; further: on the % scale 0 is the no-effect control and ±100 the full control effect; nearly all actives have a fitted effect of over 50% in size
#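 Rat TrxR1, dispensed at 90 nM, was prereduced with 400 uM NADPH (final) for 5 min at ~22 deg C, then incubated with compound 15 min before 400 uM selenite. A first-read NADPH fluorescence drop versus no-compound background flagged substrates.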
# RXFP1 agonist – agonists of human relaxin receptor RXFP1; Q9HBX9; HEK293T-RXFP1 cAMP TR-FRET, 30 min; response scale: percent of porcine relaxin response, buffer zero; Potency, µM (highest dose often 57.5 µM), without a hit: at the top dose activation, hits mostly activators; 0.3% of 370,000 active; AID 2676; further: on the % scale 0 is the no-effect control and ±100 the full control effect; nearly all actives have a fitted effect of over 60% in size; many of its hits are not listed in these tables
#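 Agonist response is measured as cAMP accumulation in an RXFP1-transfected HEK293T line under PDE4 inhibition. Values are scaled between buffer-only and 29 nM porcine relaxin, and EC50s come from standard Hill equation fits.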
# ALOX12 inh – blocks human arachidonate 12S-lipoxygenase | P18054 | purified 12hLO, xylenol orange hydroperoxide absorbance | Potency, µM (series often up to 108 µM), without a hit: at the highest dose activity change, negative = inhibition, hits mostly inhibitors | 1.1% of 580,000 active | AID 1671190; further: on the % scale 0 is the no-effect control and ±100 the full control effect
#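 Purified human 12hLO at 150 nM in 25 mM Hepes, 0.01% Triton X-100, pH 7.0, preincubated 15 min at room temperature with compound. Reaction started with 40 uM arachidonic acid, 30 min at room temperature. Hydroperoxide measured by Fe-xylenol orange, 573/405 nm absorbance ratio.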
# Vif-A3F inh – inhibitors of Vif-A3F interaction | Potency, µM (doses to about 46.1 µM), for the others: at the highest dose activity, negative = active | AID 602313 | HeLa A3F-eYFP + Vif (tagged APOBEC3F with the HIV-1 protein that degrades it), YFP fluorescence increase | 0.2% of 390,000 active; further: % of control where 0% means no effect; nearly all actives have a fitted effect of over 65% in size
#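 HeLa cells stably expressing A3F-eYFP plus Vif, plated and incubated overnight at 37 deg C, then exposed to compounds overnight at 37 deg C. Blocked degradation read as raised yellow fluorescence (Ex 488/Em 500-530).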
# Vif-APOBEC3G blk – Vif-A3G binding inhibition; 0.076% of 410,000 active; Potency, µM (series often up to 46.1 µM), for inactives: at the highest dose activity, negative = active, usual class: inhibitors; HeLa A3G-eYFP + Vif (tagged APOBEC3G with the HIV-1 protein that degrades it), YFP fluorescence, overnight;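 further: on the % scale 0 is the no-effect control and ±100 the full control effect; nearly all actives have a fitted effect of over 60% in size; hits raise eYFP signal because A3G escapes Vif-driven loss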
# Target sequence (Q9HC16 whole entry, looked up): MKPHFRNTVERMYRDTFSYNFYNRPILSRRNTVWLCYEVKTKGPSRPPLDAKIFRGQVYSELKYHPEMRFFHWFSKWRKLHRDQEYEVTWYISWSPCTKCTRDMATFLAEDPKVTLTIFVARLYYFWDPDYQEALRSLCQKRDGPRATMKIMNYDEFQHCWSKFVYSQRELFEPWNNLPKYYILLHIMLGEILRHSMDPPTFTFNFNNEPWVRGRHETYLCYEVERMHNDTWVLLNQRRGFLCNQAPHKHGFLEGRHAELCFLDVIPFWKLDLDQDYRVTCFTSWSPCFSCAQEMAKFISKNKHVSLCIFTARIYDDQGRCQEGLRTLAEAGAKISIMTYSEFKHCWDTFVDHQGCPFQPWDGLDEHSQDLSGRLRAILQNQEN
#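 Read-out is eYFP fluorescence (Ex 488/Em 500-530) from Vif-expressing HeLa A3G-eYFP cells; more signal means A3G escaped Vif-mediated degradation. Cells plated overnight, compound pinned in, incubated overnight at 37 deg C.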
# USP1 inh – blocks the human USP1/UAF1 deubiquitinase complex | O94782 | recombinant USP1/UAF1, Ub-Rhodamine cleavage fluorescence | Potency, µM (highest dose often 57.1 µM), inactives show top-dose activity change, negative = inhibition, most hits filed as inhibitors | 0.23% of 390,000 active | AID 743255; further: on the % scale 0 is the no-effect control and ±100 the full control effect; nearly all actives have a fitted effect of over 60% in size; inactives centre near -12
#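 High-throughput fluorogenic screen: 1nM USP1/UAF1 complex, Ub-Rho substrate 150nM final, 50mM HEPES pH 7.8 with 0.5mM EDTA, 0.1 mg/ml BSA, 1mM TCEP and 0.01% Tween-20.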
# mIDH1 inhibitor – blocks human mutant IDH1 R132H enzyme; O75874; 0.093% of 390,000 active; Potency, µM (doses to about 76.6 µM), for the others: at the top dose activity change, negative = inhibition, actives largely listed as inhibitors; IDH1-R132H enzyme, NADPH consumption, diaphorase/resazurin fluorescence; further: on the % scale 0 is the no-effect control and ±100 the full control effect; nearly all actives have a fitted effect of over 65% in size
#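 IDH1-R132H (0.5 ug/mL dispensed) in pH 7.5 Tris buffer was preincubated 30 min with compound, then given a substrate mix of 0.016 mM NADPH and 2 mM alpha-KG for 80 min at room temperature; remaining NADPH was read by diaphorase/resazurin fluorescence.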
# * hit, by the source's call; ? = inconclusive; . = no result given; & = joins results of further samples; [ ] = another dose, or the depositor's remark. The call rests on the fitted dose curve; in most records, active means well fitted curve in the direction sought with a large enough effect; inconclusive means small, poorly fitted or top-dose-only effect, or another doubt; inactive means no such curve, though single readings can be large; an effect the other way counts as inactive or inconclusive. Potency means the concentration at half of the fitted maximal effect. Not all compounds are listed, so the mix of outcomes need not match the whole.
USP1 inh,Vif-A3F inh,mIDH1 inhibitor,TrxR1 substrate,TrxR1 inh,Vif-APOBEC3G blk,RGS4 inh,ALOX12 inh,RXFP1 agonist,molecule
.,.,.,-8%,3%,-4%,-27%,.,.,C=CCC(O)[C@H](Cc1cnc2ccccc2c1)[C@H](/C=C/CCCC)c1ccccc1 (stereo not given in full)
-11%,-1%,2%,12%,15%,0%,2%,3%,2.0%,O=C(NCCc1ccccc1)C1CCN(S(=O)(=O)N2CCC3(CC2)OCCO3)CC1
-5%,-4%,-3%,7%,3%,0%,11%,-1%,1.1%,COc1ccc(Nc2nc(C)cc(C)c2C(N)=O)cc1
0%,-7%,14%,8%[57.1 µM],26%[57.1 µM],-7%,8%,0%,-0.2%,Cc1ccc(-c2nn3nnnc3c3ccccc23)cc1C
3%,0%,-1%,-2%,-19%,1%,-20%,-20%,1.3%,CN(Cc1cccc(F)c1)C(=O)c1cc(=O)[nH]c2ccccc12
-17%,-7%,-10%,5%[57.1 µM],6%[57.1 µM],0%,5%[11.4 µM],0%,3.0%,COc1ccc(NC(=O)CN2CCN(C(=O)c3ccco3)CC2)c(OC)c1
-4%,8%,1%,-3%,-2%,1%,10%,3%,6.8%,Cc1cccc2nc(C(=O)Nc3cccc(C(=O)NC4CC4)c3)cn12
-26%,-1%,9%,.,.,1%,.,-28%&0%,.,COc1ccc(S(=O)(=O)N2CCN(CC(=O)NC(C)c3cccs3)CC2)cc1 (stereo not given)
-4%,-1%,2%,4%,4%,-1%,30%,13%,2.3%,O=C(CCC(=O)N1CCCC1)Nc1nnc(C(F)(F)F)s1
-19%,16%,3%,5%[57.1 µM],9%[57.1 µM],-6%,-19%,1%,1.4%,Nc1nc(SCC(=O)N2CCOCC2)[nH]c(=O)c1-c1ccccc1
9%,1%,10%,0%,21%,2%,-5%,7%,.,COCC1=C(C(=O)OC(C)OC(=O)OC(C)C)N2C(=O)[C@@H](NC(=O)/C(=N\OC)c3csc(N)n3)[C@H]2SC1 (stereo not given in full)
-11%,1%,-3%,-4%,6%,1%,-11%,0%,21%,CC(C)c1ccc(Nc2c(-c3ccc(N(C)C)cc3)nc3cnccn23)cc1
-14%,-5%,-4%,2%,9%,?,12%[11.4 µM],-8%,0.1%,COc1cc2c(cc1OC)CN(C(=O)c1ccc3nc[nH]c3c1)CC2
-12%,0%,1%,6%,19%,4%,-36%,-5%,1.6%,O=C1CCCc2ccccc2N1Cc1ccc(F)cc1
-11%,-23%,0%,11%[11.4 µM],31%[11.4 µM],5%,-16%,?,.,N#Cc1ccc(NC(=O)NN2CCCCCC2)cc1
-12%,2%,9%,0%,11%,-7%,5%[11.4 µM],-4%,1.2%,CC(c1cccs1)N(C)Cc1nc(CCc2ccccc2)no1 (stereo not given)
0%,-7%,-3%,0%,5%,-4%,12%,-10%,14%,CC(OC(=O)c1cccc(-n2cnnn2)c1)c1nc2ccccc2c(=O)[nH]1 (stereo not given)
-16%,-19%,-3%,2%,23%,1%,29%,-26%,-1.5%,CCOC(=O)c1c(NC(=O)c2cc(=O)c3cc(C)cc(C)c3o2)sc(C)c1C
-8%,-12%,7%,-7%[57.1 µM],27%[57.1 µM],-6%,-47%,?,0.3%,COc1ccc(C(=O)OCC(=O)Nc2cc(S(=O)(=O)N3CCOCC3)ccc2N2CCCC2)cc1
-14%,1%,3%,0%,-7%,5%,-20%,-15%,0.1%,COc1ccc(N=C2NC(=O)C(CC(=O)NCCc3ccc(OC)c(OC)c3)S2)cc1 (stereo not given)
-14%,-18%,-3%,6%,23%,-69%,-48%,10%,1.0%,COc1ccc(N=CC2=C(O)CC(c3ccccc3)CC2=O)c(OC)c1 (stereo not given)
-7%,-8%,-3%,0%,21%,-5%,25%[11.4 µM],1%,0.4%,CC(NC(=O)C(=O)N1CCCCC1)C(c1cccs1)N1CCN(C)CC1 (stereo not given)
-5%,2%,0%,-8%,-8%,2%,0%,0%,1.7%,COc1ccc(CCNC(=S)Nc2cccc(C)c2C)cc1
-24%,0%,2%,5%,11%,3%,-18%,-24%,1.7%,OCCn1c(-c2ccccc2)csc1=Nc1ccccc1
-4%,-3%,5%,-8%,-7%,0%,2%,0%,1.2%,CNC(=O)CSc1nnc(-c2cccc(S(=O)(=O)N3CCOCC3)c2)n1-c1ccc(F)cc1

# Compound profiles, as listed above.
# CC(NC(=O)C(=O)N1CCCCC1)C(c1cccs1)N1CCN(C)CC1 (stereo not given) as listed: USP1 inh = -7%; Vif-A3F inh = -8%; mIDH1 inhibitor = -3%; TrxR1 substrate = 0%; TrxR1 inh = 21%; Vif-APOBEC3G blk = -5%; RGS4 inh = 25%[11.4 µM]; ALOX12 inh = 1%; RXFP1 agonist = 0.4%
# O=C(NCCc1ccccc1)C1CCN(S(=O)(=O)N2CCC3(CC2)OCCO3)CC1 as listed: USP1 inh = -11%; Vif-A3F inh = -1%; mIDH1 inhibitor = 2%; TrxR1 substrate = 12%; TrxR1 inh = 15%; Vif-APOBEC3G blk = 0%; RGS4 inh = 2%; ALOX12 inh = 3%; RXFP1 agonist = 2.0%

# Returning to the listing, starting four compounds before the break.
USP1 inh,Vif-A3F inh,mIDH1 inhibitor,TrxR1 substrate,TrxR1 inh,Vif-APOBEC3G blk,RGS4 inh,ALOX12 inh,RXFP1 agonist,molecule
-7%,-8%,-3%,0%,21%,-5%,25%[11.4 µM],1%,0.4%,CC(NC(=O)C(=O)N1CCCCC1)C(c1cccs1)N1CCN(C)CC1 (stereo not given)
-5%,2%,0%,-8%,-8%,2%,0%,0%,1.7%,COc1ccc(CCNC(=S)Nc2cccc(C)c2C)cc1
-24%,0%,2%,5%,11%,3%,-18%,-24%,1.7%,OCCn1c(-c2ccccc2)csc1=Nc1ccccc1
-4%,-3%,5%,-8%,-7%,0%,2%,0%,1.2%,CNC(=O)CSc1nnc(-c2cccc(S(=O)(=O)N3CCOCC3)c2)n1-c1ccc(F)cc1
0%,-3%,7%,-3%,-6%,-2%,-1%,-3%,.,O=c1ncn(-c2cccc([N+](=O)[O-])c2)c2ccccc12
-2%,-6%,-2%,11%,18%,0%,-24%,-14%,-0.9%,CCOc1ccccc1C(=O)N1CCN(C(c2ccccc2)c2ccccc2)CC1
-2%,8%,-1%,-5%,-1%,-5%,?,0%,1.3%,Cn1c(CSCc2ccccc2Cl)nnc1SCC(=O)Nc1nccs1
-21%,0%,5%,-4%,9%,0%,-13%,-15%,-1.4%,COCC(=O)N(c1ccccc1)C(C)C(=O)OC (stereo not given)
-21%,3%,3%,-11%,-1%,3%,9%,13%,3.2%,Cc1ccc(C)c(OCCC(=O)NCCc2ccc(F)cc2)c1
-19%,-5%,-1%,6%[57.1 µM],29%[57.1 µM],0%,-41%[56.9 µM],0%,0.3%,O=C(Nc1cccc(-n2cnnn2)c1)c1ccc(Cl)cc1Cl
-18%,4%,7%,-9%[57.1 µM],9%[57.1 µM],8%,-5%,15%,4.5%,CCc1ccc(CNC(=O)CCC(=O)n2ncc3cc(C)ccc32)cc1
-20%,4%,-12%,8%[57.1 µM],16%[57.1 µM],1%,-7%,-6%,.,Cc1ccc(C(=O)Nc2ccccc2-c2ccccc2)cc1S(=O)(=O)Nc1ccccc1
-31%,4%,-19%,-8%[57.1 µM],0%[57.1 µM],3%,-18%,-25%,1.2%,COc1cccc(CNC(=O)CSc2ncc(S(=O)(=O)c3ccc(C)c(Cl)c3)c(=O)[nH]2)c1
1%,-5%,-5%,-5%,0%,1%,4%,-4%,-0.9%,CC(=O)Nc1cccc(NC(=O)CCN2C(=O)c3ccccc3S2(=O)=O)c1
6%,-18%,-5%,-2%,-5%,3%,10%,471%[activator],2.7%,Cn1c(N)c(S(=O)(=O)NCc2ccc(F)cc2)c(=O)n(C)c1=O
-15%,-1%,4%,2%,9%,-2%,-29%,38%[activator],6.8%,O=C(Nc1ccc(F)cc1)C1CCN(c2ncnc3c2nc2n3CCCCC2)CC1
-7%,5%,-6%,23%,23%,-6%,-5%,?,?,CCOC(=O)c1cccc(NC(=O)COc2ccc3c(C)cc(=O)oc3c2)c1
-17%,-22%,12%,20%[57.1 µM],50%[57.1 µM],-1%,-8%,-15%,3.4%,CCN(CC)C(=O)CN(c1cccc([N+](=O)[O-])c1)S(=O)(=O)c1ccccc1
-12%,11%,2%,12%[57.1 µM],-2%,-5%,6%[11.4 µM],15%,0.0%,Cc1cc(S(=O)(=O)Nc2ccccc2C)ccc1F
-8%,-10%,0%,0%,-7%,1%,11%,-6%,-2.9%,CCC1CCCCN1CCN1C(=O)C2C(C(=O)Nc3cccc(OC)c3)C3C=CC2(O3)C1C(=O)NC1CCCCC1 (stereo not given)
-13%,0%,4%,-4%,-1%,-3%,18%,-6%,0.3%,O=C(NCc1cccs1)c1cccnc1Cl

# Screening results (PubChem)
